Assay outcomes: PubChem, National Center for Advancing Translational Sciences (NCATS)
LDHA inh: qHTS assay for inhibitors of human lactate dehydrogenase; purified LDHA, NADH/diaphorase-resazurin fluorescence; hits give low values; activity change, % (values are at about 110 or 230 µM); 480,000 tested, 0.15% active; in the data active = activity change below about -30%; inconclusive = mostly about -25% to -30%;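 note: plate controls were DMSO wells for no effect and wells without enzyme for full effect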
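LDH5 2 nM; NADH 0.06 mM, pyruvate 0.2 mM; 200 mM Tris pH 7.4, EDTA, Tween-20; 5 min RT. Detection: diaphorase 0.133 mg/mL + resazurin 37 µM, fluorescence ex540/em590 at 0 and 20 min; normalized to enzyme-free and DMSO wells.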
D1 antag: Antagonist of Human D 1 Dopamine Receptor: qHTS. HEK293 TREx D1 cells, calcium flux, dopamine EC80; hits give low values. activity change, negative = inhibition, % at 10 µM. 360,000 tested, 3.2% active; in the data active = activity change below about -30%; note: % is set by controls: 0 for no effect and ±100 for the full control effect
Target sequence (P21728 whole entry, looked up): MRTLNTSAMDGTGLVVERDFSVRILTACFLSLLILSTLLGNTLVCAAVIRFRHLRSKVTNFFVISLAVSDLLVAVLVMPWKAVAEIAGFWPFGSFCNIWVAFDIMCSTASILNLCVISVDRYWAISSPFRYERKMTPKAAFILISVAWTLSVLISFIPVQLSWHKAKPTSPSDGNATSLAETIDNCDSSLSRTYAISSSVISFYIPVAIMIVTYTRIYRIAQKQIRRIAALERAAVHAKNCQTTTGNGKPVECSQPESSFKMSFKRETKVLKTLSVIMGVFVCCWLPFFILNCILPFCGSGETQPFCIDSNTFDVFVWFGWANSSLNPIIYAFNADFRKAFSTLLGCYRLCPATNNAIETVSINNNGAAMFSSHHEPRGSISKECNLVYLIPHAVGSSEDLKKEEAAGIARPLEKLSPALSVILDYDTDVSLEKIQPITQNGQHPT
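Kinetic fluorescence of a calcium dye serves as the read-out. D1-expressing Hek293 Trex cells, induced overnight at 30 C, are exposed to compound for 180 s before an EC80 dopamine addition, then read 180 s further.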
Vif-APOBEC3F blk: qHTS for Inhibitors of Vif-A3F Interactions: qHTS. HeLa A3F-eYFP + Vif (tagged APOBEC3F with the HIV-1 protein that degrades it), YFP fluorescence increase. 390,000 tested, 0.2% active. AID 602313, 2012. Potency, µM (titrated, usually from 46.1 µM), for inactives: at the top dose activity, negative = active; note: potency is the fitted concentration of half-maximal effect; % of control where 0% means no effect; nearly all actives have a fitted effect of over 65% in size
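HeLa cells stably expressing A3F-eYFP plus Vif, plated and incubated overnight at 37 deg C, then exposed to compounds overnight at 37 deg C. Blocked degradation read as raised yellow fluorescence (Ex 488/Em 500-530).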
GRP78 ERSR act: qHTS for Inducers of the Endoplasmic Reticulum Stress Response (ERSR) in Human Glioma: qHTS; U87-MG GRP78 promoter luciferase reporter, 16 h; Potency, µM, for inactives: at the highest dose activation, actives largely listed as activators; 420,000 tested, 0.02% active; note: potency is the fitted concentration of half-maximal effect; series mostly up to about 76 µM; % of control where 0% means no effect; nearly all actives have a fitted effect of over 35% in size
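Stably transfected U87-MG glioma cells carrying a GRP78-based luciferase sensor; 16 h compound incubation. Luminescence end-point read 10 min after Bright-Glo addition at room temperature.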
D1 ag: Allosteric Agonists of the Human D1 Dopamine Receptor: qHTS; D(1A) dopamine receptor (Homo sapiens), P21728; 360,000 tested, 1% active; HEK293 T-REx D1 cells, calcium flux, agonist mode; activation, % at 2 µM; in the data active = activation above about 30%; note: 0% is about no effect
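Agonism was scored from calcium flux recorded over 180 s (1 read/s) after pintool compound addition, following a 10-cycle baseline. Cells were inducible force-coupled HEK293 TREx D1, plated overnight at 30 C and loaded with no-wash calcium dye.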
D2 potentiator: HTS Assay for Positive Allosteric Modulators of the Human D2 Dopamine Receptor: Primary Screen for Potentiators; 340,000 tested, 0.34% active; HEK293 T-REx D2, calcium flux, EC20 dopamine potentiation; potentiation, % at 10 µM; D(2) dopamine receptor (Homo sapiens), P14416;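 active = potentiation over 3 SD above the plate norm, cut at about 30% in these data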; note: 0% is about no effect
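Cells plated with tetracycline inducer and held overnight at 30 C; calcium dye loaded 30–90 min at room temperature; baseline taken, compound added and read 180 s; EC20 dopamine then added and read 180 s.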
RXFP1 ag: qHTS Assay for Agonists of the Relaxin Receptor RXFP1 | 370,000 tested, 0.3% active | Potency, µM (titrated, usually from 57.5 µM), without a hit: at the highest dose activation, most hits filed as activators | HEK293T-RXFP1 cAMP TR-FRET, 30 min; response scale: percent of porcine relaxin response, buffer zero | Relaxin receptor 1 (Homo sapiens), Q9HBX9 | AID 2676, 2010; note: potency is the fitted concentration of half-maximal effect; % is set by controls: 0 for no effect and ±100 for the full control effect; nearly all actives have a fitted effect of over 60% in size; many of its hits are not listed in these tables
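Agonist response is measured as cAMP accumulation in an RXFP1-transfected HEK293T line under PDE4 inhibition. Values are scaled between buffer-only and 29 nM porcine relaxin, and EC50s come from standard Hill equation fits.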
Vif-APOBEC3G blk: qHTS for Inhibitors of Vif-A3G Interactions: qHTS; HeLa A3G-eYFP + Vif (tagged APOBEC3G with the HIV-1 protein that degrades it), YFP fluorescence, overnight; Potency, µM (highest dose often 46.1 µM), inactives show at the top dose activity, negative = active, actives largely listed as inhibitors; 410,000 tested, 0.076% active; AID 602310, 2012; DNA dC->dU-editing enzyme APOBEC-3G (Homo sapiens), Q9HC16;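 note: potency is the fitted concentration of half-maximal effect; % is set by controls: 0 for no effect and ±100 for the full control effect; nearly all actives have a fitted effect of over 60% in size; hits raise eYFP signal because A3G escapes Vif-driven loss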
Target sequence (Q9HC16 whole entry, looked up): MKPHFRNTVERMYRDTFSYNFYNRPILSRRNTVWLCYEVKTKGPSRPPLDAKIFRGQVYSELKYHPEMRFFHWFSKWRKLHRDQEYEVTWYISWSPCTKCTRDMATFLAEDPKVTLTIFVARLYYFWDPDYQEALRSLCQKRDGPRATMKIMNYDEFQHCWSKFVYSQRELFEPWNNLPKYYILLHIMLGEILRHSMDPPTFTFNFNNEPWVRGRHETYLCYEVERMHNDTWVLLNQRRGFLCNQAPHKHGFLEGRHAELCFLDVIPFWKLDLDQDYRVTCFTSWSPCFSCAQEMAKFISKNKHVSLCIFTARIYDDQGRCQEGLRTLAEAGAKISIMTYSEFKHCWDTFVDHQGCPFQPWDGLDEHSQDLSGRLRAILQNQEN
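Read-out is eYFP fluorescence (Ex 488/Em 500-530) from Vif-expressing HeLa A3G-eYFP cells; more signal means A3G escaped Vif-mediated degradation. Cells plated overnight, compound pinned in, incubated overnight at 37 deg C.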
D1 potentiator: Potentiators of Human D1 Dopamine Receptor: qHTS. D(1A) dopamine receptor (Homo sapiens), P21728. 360,000 tested, 0.036% active. potentiation, % at 10 µM. HEK293 TREx D1 cells, calcium flux, dopamine EC20 potentiation; in the data active = potentiation above about 30%; note: 0% is about no effect
* marks the source's active call; other numbers are inactive results; ? = inconclusive; / = no result given. Unless noted, calls come from the whole dose curve; as a rule, active = well fitted curve in the direction sought with a large enough effect; inconclusive = small, poorly fitted or top-dose-only effect, or another doubt; inactive = no such curve, though single readings can be large; an effect the other way counts as inactive or inconclusive. This is a subset (hit frequency here may not be typical).

SMILES | LDHA inh | D1 antag | Vif-APOBEC3F blk | GRP78 ERSR act | D1 ag | D2 potentiator | RXFP1 ag | Vif-APOBEC3G blk | D1 potentiator
CCN1CCN(C(=O)c2cnn3c(C(F)F)cc(-c4ccc(C)cc4)nc23)CC1 | 0 | 11 | -3% | -2% | 1 | -27 | 2.0% | 3% | -4
CCC1Nc2ncnc(N3CCN(c4ccccn4)CC3)c2N(Cc2ccc(Cl)cc2)C1=O (configuration not stated) | 6 | -7 | 0% | -6% | -1 | -3 | 0.1% | -15% | -10
NC(CO)C(O)c1ccc([N+](=O)[O-])cc1 (configuration not stated) | -8 | 3 | -7% | -1% | 0 | 3 | 0.6% | 1% | 2
CCOc1ccc(N2CC(NC(=O)c3ccc4c(c3)OCO4)CC2=O)cc1 (configuration not stated) | -3 | / | -8% | -3% | -1 | -1 | -5.0% | 0% | 0
CCOC(=O)c1[nH]c2c(c1-c1ccccc1)C(=O)CC(c1ccc(OCC)cc1)C2 (configuration not stated) | 1 | -13 | -1% | 1% | -1 | -6 | 8.2% | -1% | -6
CCCc1nnc(NC(=O)CCC(=O)N2CCCCCC2)s1 | -4 | 2 | -9% | -1% | 3 | 9 | 1.1% | -3% | -3
CC(=O)c1c(C)oc2c1cc(NS(=O)(=O)c1ccc(C(C)(C)C)cc1)c1ccccc12 | 7 | 0 | / | / | 21 | 0 | 2.1% | / | -1
O=c1[nH]cc(COCc2ccccc2)c(=O)[nH]1 | -9 | -7 | -12% | -1% | 2 | 3 | -0.7% | 0% | -7
Cc1ccc(NC(=S)N2CCN(C(=O)C3CCCO3)CC2)c(C)c1 (configuration not stated) | -1 | / | 1% | -5% | / | / | 1.4% | 0% | /
CC(NS(=O)(=O)c1ccccc1)C1COc2ccccc2O1 (configuration not stated) | -2 | 0 | -4% | -3% | -1 | 4 | 2.3% | 1% | 0
Cc1cccc(NC(=O)/C(C#N)=C/c2ccccc2O)n1 | -1 | 12 | -12% | -1% | 3 | -11 | -1.7% | 4% | -2
Cc1ccc(-n2nc3ccc(NC(=O)c4ccco4)cc3n2)cc1 | -4 | -10 | 3% | -2% | 3 | 0 | 1.0% | -15% | -2
COc1ccc(S(=O)(=O)NC(C)C(=O)NCc2cccnc2)cc1C (configuration not stated) | -3 | -8 | -15% | -2% | 1 | -20 | -1.5% | -1% | 2
CC(Oc1ccccc1)C(=O)Nc1ccc(S(=O)(=O)N2CCN(C)CC2)cc1 (configuration not stated) | -8 | 6 | 2% | -3% | 21 | 14 | 0.2% | 2% | -6
COc1cc(C2SCC(=O)N2Cc2ccccc2)ccc1O (configuration not stated) | -2 | -16 | 2% | 0% | 2 | / | -3.4% | 2% | -6
O=C(NC1CC1)c1ccc(Cn2c(SCc3cccc(F)c3)nc3cccnc32)cc1 | -4 | -12 | 5% | -2% | 29 | 10 | 3.6% | -3% | -4
CCn1c(SCC(=O)c2cccs2)nnc1-c1cccs1 | -3 | -3 | -15% | 4% | 3 | -9 | -0.9% | -11% | 0
C=CCn1c(O)c(C=Nc2ccc(Cc3ccncc3)cc2)c(=O)[nH]c1=S | -3 | -8 | -4% | 1% | 5 | -6 | 0.1% | 0% | -2
Cc1ccc(Cl)cc1-n1c(=O)cc(N2CCN(c3ccc(F)cc3)CC2)[nH]c1=O | -9 | 26 | 7% | -4% | 2 | 10 | 2.2% | -20% | 0
CCOC(=O)c1nnn(CC(=O)Nc2ccccc2)c1C(=O)OCC | -3 | 10 | -11% | -4% | 6 | 14 | 0.0% | 2% | -15
Cc1cc(C)n2nc(C(=O)OCC(=O)Nc3ccc(Cl)cc3)nc2n1 | -8 | / | -6% | -2% | / | / | / | 1% | /
O=C(O)c1ccc(CSCc2c(F)cccc2Cl)o1 | -2 | -11 | 3% | -3% | 3 | 8 | -0.4% | 0% | -3
COc1cccc(/C=C/C(=O)OCC(=O)c2ccc3c(c2)NC(=O)CO3)c1OC | -11 | 0 | 19% | -6% | 6 | 13 | 0.7% | 0% | -5
CCC(=O)c1ccc(OCc2cn(CC(=O)c3ccc(O)cc3)nn2)cc1 | 7 | / | -1% | -3% | / | / | / | -1% | /
Cc1c(C(=O)/C=C/c2ccccc2F)c2cc(O)ccc2n1C | -5 | / | 0% | -2% | / | / | / | -1% | /
O=C(COC(=O)CCC(=O)c1cccs1)NC(=O)c1ccc(OC(F)F)cc1 | -2 | -5 | 0% | 0% | 4 | -3 | 1.5% | 4% | 4
COc1cc(-c2nc(S(=O)(=O)c3ccc(Cl)cc3)c(N3CCOCC3)o2)cc(OC)c1OC | 2 | -1 | 2% | -2% | 2 | 11 | 2.8% | -1% | -9
Cc1ccc(C(=O)C(C)OC(=O)CN2C(=O)NC3(CCCC3)C2=O)cc1 (configuration not stated) | 0 | -25 | -4% | -1% | 3 | 9 | 0.1% | 4% | -6
Cn1ccs/c1=N\C(=O)Nc1ccccc1 | -12 | 1 | -12% | -5% | 1 | 6 | 0.1% | 4% | -7
CCOC(=O)c1cnc(Nc2nc3ccccc3o2)nc1CSc1ncccn1 | 6 | / | ? | -1% | / | / | / | 3% | /
CCCN(CCC)c1nc2ccccc2nc1C(C#N)C(=O)OC(C)COC (configuration not stated) | 6 | 9 | 3% | -5% | 2 | -4 | 0.7% | -1% | -1
NC(=O)/C(=C\c1ccco1)NC(=O)c1ccc(Br)o1 | 10 | / | 0% | -3% | / | / | / | 2% | /
Cc1cc(C)n(CCc2nc(-c3ccco3)cs2)n1 | 5 | 2 | 0% | -5% | 0 | / | 1.3% | -1% | -2
COc1ccccc1NC(=O)N1CC(=O)Nc2sc3c(c2C1c1ccccc1)CCCC3 (configuration not stated) | -5 | 4 | -8% | -2% | 1 | 2 | -6.0% | 5% | 2
O=C(NCc1cccnc1)c1cccc(C(F)(F)F)c1 | 3 | 5 | -9% | -3% | 0 | / | -0.1% | 2% | -6
Cc1ccc(C(=O)Nc2ccon2)cc1S(=O)(=O)N1CCCC1 | -2 | 7 | 6% | 4% | 1 | 2 | -0.5% | -2% | 1
Cc1cc(C)cc(Nc2ncnc3onc(-c4ccc(F)cc4)c23)c1 | -1 | 5 | -4% | -4% | 1 | 6 | 0.2% | 4% | -3
C/C=C/c1ccc(OCC(=O)OCc2csc(CC(=O)Nc3ccccc3C)n2)c(OC)c1 | -1 | -14 | 0% | -1% | 0 | -5 | -2.4% | 1% | -9
CCC(Sc1nnc(C)n2c1cc1occc12)C(=O)Nc1ccccc1OC (configuration not stated) | 5 | 7 | 3% | -2% | 3 | 0 | 15% | 4% | -1
Nc1ccc(Cc2ccc(N)c(C(=O)O)c2)cc1C(=O)O | -4 | 14 | -12% | -4% | 1 | -6 | 0.0% | 6% | 6

Among those listed so far, five contain a Cl atom.
SMILES | LDHA inh | D1 antag | Vif-APOBEC3F blk | GRP78 ERSR act | D1 ag | D2 potentiator | RXFP1 ag | Vif-APOBEC3G blk | D1 potentiator
CCC1Nc2ncnc(N3CCN(c4ccccn4)CC3)c2N(Cc2ccc(Cl)cc2)C1=O (configuration not stated) | 6 | -7 | 0% | -6% | -1 | -3 | 0.1% | -15% | -10
Cc1ccc(Cl)cc1-n1c(=O)cc(N2CCN(c3ccc(F)cc3)CC2)[nH]c1=O | -9 | 26 | 7% | -4% | 2 | 10 | 2.2% | -20% | 0
Cc1cc(C)n2nc(C(=O)OCC(=O)Nc3ccc(Cl)cc3)nc2n1 | -8 | / | -6% | -2% | / | / | / | 1% | /
O=C(O)c1ccc(CSCc2c(F)cccc2Cl)o1 | -2 | -11 | 3% | -3% | 3 | 8 | -0.4% | 0% | -3
COc1cc(-c2nc(S(=O)(=O)c3ccc(Cl)cc3)c(N3CCOCC3)o2)cc(OC)c1OC | 2 | -1 | 2% | -2% | 2 | 11 | 2.8% | -1% | -9

Next entries follow:
SMILES | LDHA inh | D1 antag | Vif-APOBEC3F blk | GRP78 ERSR act | D1 ag | D2 potentiator | RXFP1 ag | Vif-APOBEC3G blk | D1 potentiator
COc1ccc(NC(=O)CSc2ccccn2)c([N+](=O)[O-])c1 | -1 | 3 | 1% | 9% | 2 | -3 | 6.8% | 0% | -2
O=c1cc(NS(=O)(=O)c2ccccc2)nc(SCc2c(Cl)cccc2Cl)[nH]1 | -8 | -13 | -6% | -7% | 14 | 1 | 2.3% | -1% | -8
O=C(O)[C@H]1CCCC[C@H]1C(=O)Nc1ccc(Nc2ccccc2)cc1 | -1 | -12 | 5% | 16% | 2 | -2 | -3.5% | -3% | -3
Nc1ncc(Br)cc1S(=O)(=O)NCCC(=O)N1CCN(c2ccccc2)CC1 | -1 | -2 | -13% | -5% | 1 | -1 | 0.8% | 1% | 0
CCOc1cccc(C2c3[nH]c4ccccc4c3CCN2C(=O)CSc2ccccc2)c1 (configuration not stated) | 1 | -7 | -4% | -4% | 4 | 9 | 5.8% | -4% | -2
COc1ccc2[nH]c3c(=O)n(CCCC(=O)NC4CCCCC4C)c(=S)[nH]c3c2c1 (configuration not stated) | -4 | -15 | -9% | 5% | 6 | 9 | -2.0% | -4% | -4
O=C(CSc1nc2ccccc2[nH]1)Nc1ccc2c(c1)CCC2 | -4 | 3 | -1% | 1% | 3 | -17 | -0.9% | -7% | 0
CCCn1c(CN2CCCCC2C)nc2c1c(=O)n(C)c(=O)n2C (configuration not stated) | 0 | 5 | 3% | 1% | -1 | 9 | 3.3% | 0% | -1
